KinaseGlo FLuc – Counterscreen for Luciferase (Kinase-Glo TM) Inhibition; Luciferin 4-monooxygenase (Photuris pensylvanica), Q27757; Kinase-Glo luciferase, ATP luminescence, 8 min; Potency, µM (top dose mostly 38.3 µM), for the others: at the top dose activity change, negative = inhibition, hits mostly inhibitors; 200,000 tested, 0.28% active; also: potency is read from the fitted curve at half-maximal effect; % is scaled to controls: 0 for no effect and ±100 for the full control effect; nearly all actives have a fitted effect of over 60% in size
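Recombinant Kinase-Glo luciferase, 10 uM ATP (linear range), luciferin; imidazole pH 7.2 / KCl / MgCl2 / Tween / BSA buffer; 8 min RT; luminescence.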
GLA spleen mod – qHTS Assay for Inhibitors and Activators of Human alpha-Galactosidase From Spleen Homogenate; Alpha-galactosidase A (Homo sapiens), P06280; human spleen homogenate, 4MU-alpha-Gal fluorescence, 40 min; Potency, µM (doses to about 80 µM), without a hit: top-dose activity change, negative = inhibition, usual class: inhibitors; 240,000 tested, 0.008% active; AID 2107, 2009;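 also: potency is read from the fitted curve at half-maximal effect; 0% = enzyme with vehicle and -100% = no enzyme basal signal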
Target sequence (P06280 32-429 limits assumed): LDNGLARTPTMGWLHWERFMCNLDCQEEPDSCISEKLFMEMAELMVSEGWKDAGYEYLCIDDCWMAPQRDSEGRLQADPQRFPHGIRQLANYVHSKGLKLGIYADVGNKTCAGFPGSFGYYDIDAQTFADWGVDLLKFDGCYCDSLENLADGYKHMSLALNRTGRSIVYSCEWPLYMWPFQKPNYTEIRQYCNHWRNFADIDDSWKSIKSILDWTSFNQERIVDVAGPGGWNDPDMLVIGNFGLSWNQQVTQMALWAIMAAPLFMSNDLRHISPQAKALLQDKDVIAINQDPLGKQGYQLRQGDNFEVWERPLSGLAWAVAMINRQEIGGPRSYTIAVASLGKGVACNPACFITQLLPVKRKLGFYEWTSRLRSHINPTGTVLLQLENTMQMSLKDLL
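Human spleen homogenate (1 ug) was the enzyme source, with 4-methylumbelliferyl-alpha-D-galactopyranoside (1 mM final) in pH 5.0 citrate buffer with 0.01% Tween-20. Compounds were titrated; after 40 min at 37C, NaOH/glycine stop, 4-MU fluorescence read; AC50 from Hill fits.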
LMNA splice mod – qHTS Assay for Modulators of Lamin A Splicing. HeLa LMNA splicing GFP/RFP minigene ratio, 48 h. Potency, µM (doses to about 46.1 µM), for inactives: at the top dose ratio change, negative = inhibition, actives largely listed as inhibitors. 200,000 tested, 0.01% active. AID 1487, 2009; active = well fitted inhibition curve with a large enough effect in the signal ratio, with a control signal flat, not every such curve was filed as active; inconclusive = small, poorly fitted or top-dose-only effect, or effect the other way, or a change in a side signal; the % refers to the signal ratio; also: potency is read from the fitted curve at half-maximal effect; % is scaled to controls: 0 for no effect and ±100 for the full control effect
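S3 HeLa stable clones carrying a lamin A-EGFP splicing minigene plus DsRed2 were seeded at 600 cells/well in Opti-MEM with 2% FBS, pin-dosed and incubated 48 h at 37°C. Acumen cytometry (488 nm) gave the GFP/RFP total-intensity ratio.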
IMPase Li inh – qHTS Assay for Identifying the Cell-Membrane Permeable IMPase Inhibitors: Potentiation with Lithium | 210,000 tested, 0.35% active | Potency, µM (series often up to 59.4 µM), for inactives: at the top dose activity, negative = IMPase inhibition, actives largely listed as inhibitors | CHO-M1 cells, IP1 TR-FRET (IP-One), carbachol + lithium | AID 1457, 2008;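 also: IP1 builds up when IMPase is blocked and the TR-FRET signal falls; potency is read from the fitted curve at half-maximal effect; plate controls were basal vehicle for no effect and high inhibitor control for full effect; nearly all actives have a fitted effect of over 50% in size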
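CHO-M1, 2000 cells/well, 16–30 h culture; cpd + low Li+, 30 min 37C; lysis with d2-IP1/Eu-anti-IP1 Ab, 10 min RT; TR-FRET 665/620 ratio and 620 channel; AC50 via Hill.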
Epigenetic reg – Quantitative High-Throughput Screen for Regulators of Epigenetic Control; Potency, µM (titrated, usually from 53.9 µM), for inactives: at the top dose GFP activation, actives largely listed as activators; AID 1865, 2009; murine LDR cells, GFP reporter derepression, 30 h; 280,000 tested, 0.2% active; also: potency is read from the fitted curve at half-maximal effect; % of control where 0% means no effect; nearly all actives have a fitted effect of over 60% in size
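Readout is the number of GFP-expressing murine LDR cells, counted by cytometry following washing. Cells were treated with compound for 30 h at 37 C; the stably integrated CMV-GFP locus is normally silent.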
NPSR antagonist – qHTS Assay for Antagonists of the Neuropeptide S Receptor: cAMP Signal Transduction; CHO-NPSR cells, cAMP TR-FRET, antagonist mode; Q6W5P4; AID 1461, 2008; Potency, µM (titrated, usually from 38.3 µM), for the others: top-dose activity change, negative = inhibition, usual class: inhibitors; 220,000 tested, 1% active; also: potency is read from the fitted curve at half-maximal effect; % is scaled to controls: 0 for no effect and ±100 for the full control effect; nearly all actives have a fitted effect of over 50% in size; many of its hits are not listed in these tables
CBFb RUNX1 block – qHTS Assay for Compounds Blocking the Interaction Between CBF-beta and RUNX1 for the Treatment of Acute Myeloid Leukemia; Runt-related transcription factor 1 (Homo sapiens) + Core-binding factor subunit beta …; AlphaScreen CBFb-His/RUNX1-biotin binding, biochemical; Potency, µM (highest dose often 59.8 µM), without a hit: at the top dose activity, negative = inhibition, hits mostly inhibitors; 230,000 tested, under 10 active; AID 1477, 2009; also: % of control where 0% means no effect
Target sequence (Q01196 whole entry, looked up): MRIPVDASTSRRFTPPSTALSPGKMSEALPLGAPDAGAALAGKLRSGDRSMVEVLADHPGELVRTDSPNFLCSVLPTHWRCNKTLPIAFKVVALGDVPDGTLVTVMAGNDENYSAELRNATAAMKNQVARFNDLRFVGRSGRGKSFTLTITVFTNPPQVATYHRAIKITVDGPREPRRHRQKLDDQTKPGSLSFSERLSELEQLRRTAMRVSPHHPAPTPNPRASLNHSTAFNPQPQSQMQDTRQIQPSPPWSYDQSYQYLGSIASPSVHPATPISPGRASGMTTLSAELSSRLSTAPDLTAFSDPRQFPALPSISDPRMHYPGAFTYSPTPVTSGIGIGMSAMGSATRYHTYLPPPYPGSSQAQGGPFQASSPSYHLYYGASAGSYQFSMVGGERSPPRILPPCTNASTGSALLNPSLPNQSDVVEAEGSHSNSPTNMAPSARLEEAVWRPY
Target sequence (Q13951 whole entry, looked up): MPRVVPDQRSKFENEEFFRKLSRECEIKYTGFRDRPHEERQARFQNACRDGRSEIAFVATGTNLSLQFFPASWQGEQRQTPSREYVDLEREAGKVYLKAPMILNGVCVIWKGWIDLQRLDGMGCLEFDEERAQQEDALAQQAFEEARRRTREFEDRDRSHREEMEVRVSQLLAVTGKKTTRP
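Inhibition was taken as any reduction in AlphaScreen signal from the CBF-beta–RUNX1 pair (His and biotin tags, 30 nM each), measured after compound (15 min) and bead (90 min) incubations at room temperature.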
Active calls of the source: *; ? = inconclusive; . = not tested or not shown; & = joins results of further samples; [ ] = another dose, or the depositor's remark. Unless noted, calls follow the shape of the dose curve; as a rule, active = well fitted curve in the direction sought with a large enough effect; inconclusive = small, poorly fitted or top-dose-only effect, or another doubt; inactive = no such curve, though single readings can be large; an effect the other way counts as inactive or inconclusive. An excerpt; the hit share may differ from the screen's.

Values in the order: IMPase Li inh | GLA spleen mod | NPSR antagonist | CBFb RUNX1 block | Epigenetic reg | LMNA splice mod | KinaseGlo FLuc
1: CC(=O)NC(CC(=O)N(C)Cc1cccc(Cl)c1Cl)c1ccccc1 (stereo not given)
    5% | -1% | 0% | 3% | 0.2% | 11%[46 µM] | -3%
2: COc1ccc(NC(=O)c2ccc(Cn3cc(Cl)cn3)cc2)cc1
    11% | -8% | 2% | 4% | -1.1% | . | -1%
3: Cc1[nH]oc(=O)c1N=Nc1c(Cl)cccc1Cl
    -4% | 1% | -9% | -9% | -1.9% | -5% | 2%
4: CCC(=O)Nc1ccc2c(c1)nc1n2CCSC1
    -15%[38.3 µM] | 7% | -1%[46.1 µM] | -4% | 0.0% | 4% | -4%
5: Cc1ccc(C(=O)NC(=S)Nc2ccc(Oc3ccc(Cl)cc3)cc2)cc1
    11%[38.3 µM] | 6% | ? | -6% | -1.1% | -7% | -1%
6: CSCCC(NC(=O)c1cccc([N+](=O)[O-])c1)C(=O)O (stereo not given)
    9% | 8% | 22% | 0% | -0.9% | -7% | 5%
7: C=CCNC(=O)NC(=O)CSc1nc2cc([N+](=O)[O-])ccc2n1-c1cccc(C(F)(F)F)c1
    -6% | -3% | -9% | -3% | 0.0% | ? | 2%
8: CCOC(=O)N1CCN(S(=O)(=O)c2ccc3[nH]c(=O)oc3c2)CC1
    . | 6% | 11% | 8% | -1.0% | . | .
9: COC(=O)CC(NC(=O)c1ccc(C)cc1)c1ccccc1 (stereo not given)
    1%[38.3 µM] | 3% | -21%[46.1 µM] | -2% | -4.6% | -6% | -5%
10: Nc1ccn([C@H]2CC[C@@H](CO)O2)c(=O)n1
    0%&-3%&-10%&-3%&-1% | -3%&6%&2%&-21%&-2%&-4% | -9%[46.1 µM] | -4%[21.7 µM] | 2.4%&1.1%&-0.6%&0.0%&1.5% | ? | 2%
11: CCOC(=O)c1cnc2[nH]c3ccccc3n2c1=O
    18% | -4% | -3% | -3% | 0.0% | 4%[46 µM] | -2%
12: COc1ccc(C(=O)NC(=S)NC(C)C)cc1Br
    8%[38.3 µM] | -6% | -17%[46.1 µM] | -5% | -0.5% | 5% | 1%
13: CCc1cc2c(=O)c(-c3nc(C)cs3)coc2cc1O
    . | 6% | 3% | 11% | -2.3% | . | .
14: Fc1cccc(CSc2nnc3c(n2)[nH]c2ccccc23)c1
    . | -1% | 1% | 0% | 0.0% | . | .
15: COc1ccc2c(N)c(C(=O)NN)[nH]c2c1
    . | 2% | -10% | 0% | 0.3% | . | .
16: COC(=O)c1ccccc1NC(=O)COC(=O)c1ccccc1N=Nc1ccc(N(C)C)cc1
    7% | -7% | 1% | -10% | 0.0% | ? | -2%
17: N#Cc1c(-c2ccccc2Cl)noc1/C=C/Nc1ccc(C(=O)O)cc1
    3% | 2% | -27% | ? | 2.8% | . | -19%
18: Nc1cc(S(=O)(=O)N2CCCCC2)ccc1Oc1ccc(Cl)cc1
    11% | 5% | -11% | -2% | -0.1% | ? | 7%
19: Cc1cccc(N2CCN(C(=O)c3ccc4c(c3)OCCO4)CC2)c1C
    3% | 9% | -27% | 0% | -2.5% | . | 0%
20: C=CCOC(=O)N[C@@H](c1ccc(Br)cc1)C(C(C)=O)C(C)=O
    0% | -9% | . | -7% | -1.1% | . | 2%

2 compounds drawn at random from the list so far:
Values in the order: IMPase Li inh | GLA spleen mod | NPSR antagonist | CBFb RUNX1 block | Epigenetic reg | LMNA splice mod | KinaseGlo FLuc
17: N#Cc1c(-c2ccccc2Cl)noc1/C=C/Nc1ccc(C(=O)O)cc1
    3% | 2% | -27% | ? | 2.8% | . | -19%
5: Cc1ccc(C(=O)NC(=S)Nc2ccc(Oc3ccc(Cl)cc3)cc2)cc1
    11%[38.3 µM] | 6% | ? | -6% | -1.1% | -7% | -1%

Back to the main list, starting 3 compounds before the break.
Values in the order: IMPase Li inh | GLA spleen mod | NPSR antagonist | CBFb RUNX1 block | Epigenetic reg | LMNA splice mod | KinaseGlo FLuc
18: Nc1cc(S(=O)(=O)N2CCCCC2)ccc1Oc1ccc(Cl)cc1
    11% | 5% | -11% | -2% | -0.1% | ? | 7%
19: Cc1cccc(N2CCN(C(=O)c3ccc4c(c3)OCCO4)CC2)c1C
    3% | 9% | -27% | 0% | -2.5% | . | 0%
20: C=CCOC(=O)N[C@@H](c1ccc(Br)cc1)C(C(C)=O)C(C)=O
    0% | -9% | . | -7% | -1.1% | . | 2%
21: Cc1oc(-c2ccc(Cl)cc2)nc1CN1CCCC(C(=O)NCCCN2CCOCC2)C1 (stereo not given)
    -10%[38.3 µM] | 3% | 5%[46.1 µM] | 4% | 0.2% | ? | -7%
22: CCc1nccn1S(=O)(=O)c1ccc2ccccc2c1
    -1%[38.3 µM] | 14% | -8%[46.1 µM] | 1% | -0.7% | -1% | -1%
23: Cc1cc(C)cc(N2CC(C)(C)C2=O)c1
    6% | -5% | 11% | 0% | -1.6% | -1%[46 µM] | -2%
24: CC(Cc1cccs1)NC(=S)Nc1ccc(Cl)c(Cl)c1 (stereo not given)
    12% | -11% | -24% | 6% | 0.0% | ? | 0%
25: COc1ccc(CCNC(=O)Cn2nnc(-c3ccc(N(C)C)cc3)n2)cc1OC
    12% | 2% | -14%[46.1 µM] | -5% | 0.0% | -13% | -1%
26: CC1(C)OC2OC(C(=O)N/N=C/c3cc(Br)ccc3O)C3OC(C)(C)OC3C2O1 (stereo not given)
    4% | -15% | 1% | -11% | -1.6% | ? | 5%
27: O=C(CCCn1c(=O)[nH]c2cc(Cl)ccc2c1=O)NCCC1=CCCCC1
    5%[38.3 µM] | 6% | ? | -2% | 0.0% | 3% | -2%
28: COc1ccccc1-n1c(-c2ccccc2)c[nH]c1=S
    5% | -7% | -6% | -14% | -0.4% | -7%[46 µM] | 6%
29: Cc1[nH]nc(N=CC2=C(O)CC(c3ccco3)CC2=O)c1-c1ccccc1 (stereo not given)
    . | 7% | ? | 5% | ? | 0% | .
30: CCn1c(C)cc(C=C2C(=O)c3ccccc3C2=O)c1C
    7% | -1% | -33% | -8% | -7.2% | -10%[46 µM] | -21%
31: O=C(CN1CCCCCC1)N/N=C/c1cccc(Cl)c1
    -5% | -3% | 12% | 6% | -1.6% | -6% | 1%
32: COc1ccc(C2=N[C@@H](C(C)C)CO2)cc1
    1% | -4%[181 µM] | . | 11%[136 µM] | -1.5%[96.6 µM] | . | -9%[39.9 µM]
33: C=CCc1ccccc1OCCn1ccnc1
    26%[38.3 µM] | -3% | -11%[46.1 µM] | 3% | 0.0% | 5% | -4%
34: CCOC(=O)N1CCN(c2c(NCCN3CCN(c4ccccc4F)CC3)c(=O)c2=O)CC1
    . | -4% | 11% | -1% | 0.1% | . | .
35: O=C(/C=C/c1ccc(F)cc1)NCCC1=CCCCC1
    -4%[38.3 µM] | -17% | 1%[46.1 µM] | 6% | -0.9% | 1%[0.0737 µM] | 5%
36: Cn1c(=O)c2c(nc(Cl)n2Cc2ccncc2)n(C)c1=O
    5%[38.3 µM] | 0% | -18%[46.1 µM] | 4% | -0.7% | 0% | -1%
37: O=C(Cn1cnc2ccccc21)OCC(=O)N1CCCc2ccccc21
    14%[38.3 µM] | 2% | 5%[46.1 µM] | 3% | -1.0% | -1% | 0%
38: CCOC(=O)N1CCC(NC(=O)CCC(=O)c2ccccc2)CC1
    4%[38.3 µM] | -5% | -5%[46.1 µM] | 5% | 1.2% | -10% | 5%
39: CCC1(C)Cc2ccccc2-c2nc(-c3ccccc3)oc(=O)c21 (stereo not given)
    31%[38.3 µM] | -8% | -5%[46.1 µM] | 5% | 0.1% | -4% | 21%
40: CC1(C)CNC(=O)CC(C)(C)N1
    2% | 9% | 9% | 1% | -1.5% | . | -2%
41: CC(C)NC(=O)N1CCOCCOCCN(C(=O)NC(C)C)CCOCCOCC1
    28%[38.3 µM] | -4% | -1%[46.1 µM] | 3% | 0.0% | -1% | -3%
42: COc1ccc(C(=O)CC(Nc2ccc([N+](=O)[O-])cc2)c2ccc(OC)cc2)cc1 (stereo not given)
    19% | 4% | -17%[46.1 µM] | -19% | -1.1% | ? | 0%
43: CCOC(=O)C(=CNc1cccnc1Oc1ccc(C)c2c1CCC2)C(=O)OCC
    . | 11% | ? | 1% | 0.1% | . | .
44: Cc1ccc(CN2CCN(CC(=O)N/N=C/c3ccc(C)o3)CC2)cc1
    . | -3% | 2% | -4% | -3.8% | . | .
45: O=C(Nc1ccc(F)cc1)c1cc(S(=O)(=O)Nc2ccc(F)cc2)cs1
    21%[38.3 µM] | 7% | -20%[46.1 µM] | -1% | 1.0% | 3% | -1%
46: COc1ccc(-c2nnc(SC(C)C#N)o2)cc1 (stereo not given)
    . | -4% | -7%[46.1 µM] | -6% | -0.2% | 3% | .
47: Oc1c(Cl)cc(Cl)cc1C1=NNC(c2ccc(Cl)cc2)C1 (stereo not given)
    -2% | 9% | -24% | 3% | -0.9% | . | 0%
48: O=C(NCCCN1CCCC1)C1CCN(C(=O)c2cc3sccc3n2Cc2ccc(F)cc2)CC1
    34%[activator][38.3 µM] | 8% | -8%[46.1 µM] | -8% | 2.8% | 15% | 2%
49: CC(C)(C)/C(Cn1cncn1)=N\OC(=O)Nc1ccc(Cl)cc1
    -3% | 3% | 5% | -1% | -1.0% | 7% | -4%
50: NS(=O)(=O)c1cnccc1Nc1ccc(Cl)cc1
    -6% | -5% | 9% | -5% | -6.3% | ? | -5%
51: COCCn1nnnc1C(c1ccccn1)N1CCN(c2cccc(C)c2C)CC1 (stereo not given)
    6% | -1% | -15%[46.1 µM] | 0% | -6.8% | -8% | 2%
52: COc1ccc(-c2cc(C(F)(F)F)n3nc(C(=O)NCc4ccco4)c(Cl)c3n2)cc1
    -17%[38.3 µM] | 16% | -4%[46.1 µM] | -14% | 2.9% | 23% | -8%

Screening results as filed in PubChem.
